PPARg SRC3 recr: PPARgamma agonists recruiting SRC-3 coactivator, primary screen, biochemical. activation, % at 8 µM. AID 731, 2007. Peroxisome proliferator-activated receptor gamma (Homo sapiens), P37231. biochemical PPARgamma/SRC-3 coactivator recruitment assay. 200,000 tested, 0.26% active; in the data active = activation above about 23%;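 also: 0% = DMSO and 100% = reference agonist; some compounds past the cut are filed as inactive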
Target sequence (P37231 whole entry, looked up): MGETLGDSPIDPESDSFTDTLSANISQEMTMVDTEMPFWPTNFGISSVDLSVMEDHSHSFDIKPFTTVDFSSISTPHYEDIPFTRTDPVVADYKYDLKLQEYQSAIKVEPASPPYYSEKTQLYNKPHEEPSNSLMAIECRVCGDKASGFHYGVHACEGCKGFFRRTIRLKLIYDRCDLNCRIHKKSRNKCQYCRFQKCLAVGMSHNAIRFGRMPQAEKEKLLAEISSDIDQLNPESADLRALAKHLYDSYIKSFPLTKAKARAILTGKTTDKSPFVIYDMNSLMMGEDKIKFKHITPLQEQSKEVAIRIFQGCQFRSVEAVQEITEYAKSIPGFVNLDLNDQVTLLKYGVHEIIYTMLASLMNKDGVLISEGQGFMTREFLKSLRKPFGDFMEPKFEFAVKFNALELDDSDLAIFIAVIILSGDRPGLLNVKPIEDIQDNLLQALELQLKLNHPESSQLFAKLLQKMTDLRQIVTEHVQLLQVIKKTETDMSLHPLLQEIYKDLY
TR-FRET SRC-2 ct: TR-FRET signal artefacts, primary screen, artefact control for PPARgamma SRC-2 agonist project, biochemical | TR-FRET artefact counter-screen; stronger effect = higher value | TR-FRET ratio at 8 µM | 200,000 tested, 0.4% active | AID 1049, 2008; in the data active = TR-FRET ratio above about 2000; also: inactives centre near 1500
TNAP inh no acc: human TNAP enzyme inhibitors, primary screen, biochemical, luminescent, no phosphate acceptor, uHTS; purified TNAP, CDP-star luminescence, 30 min; inhibition, % at 20 µM; 200,000 tested, 0.26% active; AID 1012, 2008;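 active = tissue-nonspecific alkaline phosphatase inhibition above about 50% at 20 µM in the single-dose screen, limit read from the data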;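 also: 0% = DMSO negative control and 100% = EDTA positive control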
Target sequence (P05186 whole entry, looked up): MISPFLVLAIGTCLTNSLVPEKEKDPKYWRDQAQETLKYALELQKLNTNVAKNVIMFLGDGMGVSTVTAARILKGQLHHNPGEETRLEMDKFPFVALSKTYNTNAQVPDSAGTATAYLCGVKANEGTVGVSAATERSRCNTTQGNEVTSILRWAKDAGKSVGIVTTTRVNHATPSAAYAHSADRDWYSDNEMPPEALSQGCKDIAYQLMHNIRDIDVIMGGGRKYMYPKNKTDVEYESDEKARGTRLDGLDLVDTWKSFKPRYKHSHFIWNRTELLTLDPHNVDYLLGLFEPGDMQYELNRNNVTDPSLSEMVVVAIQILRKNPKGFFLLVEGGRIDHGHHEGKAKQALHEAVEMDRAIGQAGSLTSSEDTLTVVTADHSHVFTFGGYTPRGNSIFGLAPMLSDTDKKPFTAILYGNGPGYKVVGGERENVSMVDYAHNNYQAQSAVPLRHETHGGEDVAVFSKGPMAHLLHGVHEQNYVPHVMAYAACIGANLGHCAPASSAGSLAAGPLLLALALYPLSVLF
PPARg SRC-1 ag: PPARgamma agonists recruiting SRC-1 coactivator, primary screen, biochemical. PPARgamma-SRC-1 coactivator recruitment biochemical assay. activation, % at 8 µM. 200,000 tested, 0.41% active. AID 631, 2007; in the data active = activation above about 19%;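 also: 0% = DMSO and 100% = reference agonist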
HMGR II inh: inhibitors of E. faecalis class II HMGR, primary screen, biochemical, Enterococcus faecalis; inhibition, % at 10 µM; 190,000 tested, 0.41% active; AID 1066, 2008; purified E. faecalis HMGR, NADPH absorbance 340 nm kinetic; HMG-CoA reductase (Enterococcus faecalis, mvaE);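 active = inhibition above a set limit, the median over all tested compounds plus 3 SD, cut at about 9.5% in these data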;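 also: enzyme runs in reverse so mevalonate oxidation gives rising NADPH absorbance; 0% = complete reaction with DMSO and 100% = background rate lacking mevalonate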
bIAP inh: bovine intestinal alkaline phosphatase inhibitors, primary screen, selectivity assay for TNAP inhibitor project, biochemical, bovine IAP, CDP-star luminescence; inhibition, % at 20 µM; purified bovine IAP, 30 min; AID 1019, 2008; alkaline phosphatase, intestinal [Bos taurus]; 190,000 tested, under 10 active;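 active = over 50% inhibition of intestinal alkaline phosphatase at 20 µM in the single-dose screen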
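System: purified bovine intestinal alkaline phosphatase (IAP) enzyme; Input: IAP diluted 1/65,000,000 in the well; Measured by: CDP-star luminescence signal; Compound dosing: 20 µM single dose; Incubation: 30 min reaction at room temperature.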
bIAP act: bovine intestinal alkaline phosphatase activators, primary screen, biochemical, bovine IAP, CDP-star luminescence; alkaline phosphatase, intestinal [Bos taurus]; purified bovine IAP, 30 min; stronger effect = higher value; fold of DMSO-control signal, blank-subtracted; activation factor at 20 µM; 200,000 tested, 0.17% active;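 active = activation factor of 2 or more at 20 µM, a signal rise over negative controls twice the positive control's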
TNAP inh hiacc: human TNAP enzyme inhibitors, primary screen, biochemical, luminescent, high phosphate acceptor level, uHTS; Alkaline phosphatase, tissue-nonspecific isozyme (Homo sapiens), P05186; purified TNAP, CDP-star luminescence, 1 M DEA; inhibition, % at 20 µM; 200,000 tested, 0.03% active;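 active = over 50% inhibition of tissue-nonspecific alkaline phosphatase at 20 µM in the single-dose screen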;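 also: plate controls were DMSO wells for no effect and EDTA-quenched wells as full inhibition for full effect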
PPARg SRC-2 ag: agonists of PPARg-SRC-2 recruitment, primary screen, biochemical, HTS; Peroxisome proliferator-activated receptor gamma (Homo sapiens), P37231; PPARgamma LBD-SRC-2 recruitment; activation, % at 8 µM; 200,000 tested, 0.34% active; AID 1032, 2008; in the data active = activation above about 22%;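 also: 0% = vehicle and 100% = reference agonist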
TNAP act hi DEA: TNAP activators at high phosphate acceptor level, primary screen, biochemical, luminescence, uHTS; Alkaline phosphatase, tissue-nonspecific isozyme (Homo sapiens), P05186; purified TNAP, CDP-star luminescence, 1 M DEA, 30 min; stronger effect = higher value; 0 = EDTA background, 1 = DMSO-only activity; activation factor at 20 µM; 200,000 tested, under 10 active; AID 1136, 2008;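 active = activation factor at least 2 at 20 µM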
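Dosing: 20 µM single point. System: human TNAP. Amount: TNAP 1/800 final. Incubation: 30 min, room temperature. Read-out: TNAP activation factor scaled between EDTA and DMSO control wells. Signal: luminescence from CDP-star hydrolysis. Medium: 1 M DEA, pH 9.8, Mg2+, Zn2+. Control set: EDTA negative control, DMSO positive control.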
Starred values were filed as active, the others as inactive; / = no result given.

Compound,PPARg SRC3 recr,TR-FRET SRC-2 ct,TNAP inh no acc,PPARg SRC-1 ag,HMGR II inh,bIAP inh,bIAP act,TNAP inh hiacc,PPARg SRC-2 ag,TNAP act hi DEA
CCOC(=O)C1=C(C)OC(N)=C(C#N)C12C(=O)N(C)c1ccccc12 (stereo unspecified),-5,1526,-6,0,2,5,0.9,-2,-3,1
CCCC(=O)NC(Oc1ccc(C(C)=O)cc1)C(Cl)(Cl)Cl (stereo unspecified),4,1396,-10,-1,-7,7,0.9,-6,6,1.1
CC1(C)CC(=O)C=C(NCCN2CCN(C(=O)Cc3ccc(Cl)cc3)CC2)C1,-1,1422,-5,1,-2,-5,1,-9,5,1.1
COc1ccc(-c2cc(C(F)(F)F)n3nc(C(=O)N4CCC5(CC4)OCCO5)cc3n2)cc1OC,-2,1609,-12,4,-1,-6,1.1,-8,6,1.1
CCOc1ccc(C(=O)OC2CC3CCC(C2)N3C)cc1 (stereo unspecified),4,1776,-8,-6,-4,2,1,-8,2,1.1
OC(CNCCc1c[nH]c2ccccc12)C(F)(F)F (stereo unspecified),-2,1675,-9,-6,-5,8,0.9,-5,-2,1.1
FC(F)(F)c1ccc2c(c1)N(CCCN1CCN(CCCl)CC1)c1ccccc1S2,6,1511,-2,-1,0,-11,1.1,-2,1,1
CCC(COC(=O)NC)NC(=O)Oc1cccc(C)c1 (stereo unspecified),11,1690,-3,1,3,-7,1.1,-8,9,1.1
O=C(Cc1ccccc1[N+](=O)[O-])N1CCN(Cc2ccc3c(c2)OCO3)CC1,-2,1465,-6,-10,-2,-27,1.3,-2,0,1
Cn1cccc1CNCCc1ccccc1F,9,1473,-3,7,1,4,1,-7,3,1.1
Cc1cccn2c(=O)c3cc(C(=O)N4CCC5(CC4)OCCO5)n(C)c3nc12,6,1618,-12,8,-4,-9,1.1,-2,13,1
Cc1ccc(N2C(=O)NC(=O)C(CCc3ccncc3)(Cc3cccc(Cl)c3Cl)C2=O)cc1 (stereo unspecified),-3,1691,1,5,-5,14,0.9,4,9,1
Cc1ccccc1-n1c(C)nc2ccccc2c1=O,2,1515,-5,3,-6,-4,1,-6,3,1.1
COc1ccc(O)c(CN2CCCC(C(=O)c3ccccc3SC)C2)c1 (stereo unspecified),4,1479,-6,3,-3,1,1,-4,4,1
Cc1ccccc1CN1CCNCC1,5,1496,-8,4,5,2,1,-5,3,1.1
Cc1[nH]n(-c2ccccc2)c(=O)c1C(c1ccc([N+](=O)[O-])cc1)c1c(C)[nH]n(-c2ccccc2)c1=O,3,1586,-9,4,-2,-14,1.1,14,3,0.9
COc1ccccc1N1CCN(Cc2ccc(Cl)cc2Cl)CC1,-3,1420,-12,6,-5,8,0.9,-2,4,1
COC(=O)c1ccc(C(C(=O)NC2CCCCC2)N(CCN2CCOCC2)C(=O)Cc2cccs2)cc1 (stereo unspecified),6,1704,-21,4,-5,-2,1,-5,9,1
Cn1c(=O)n(CC(=O)N2CCC3(CC2)OCCO3)c(=O)c2ccccc21,-2,1560,1,-3,-1,1,1,-3,4,1
CC(O)(CS(=O)(=O)c1cccc(C(F)(F)F)c1)C(=O)Nc1cccc(C(F)(F)F)c1 (stereo unspecified),-3,1722,-4,1,1,10,0.9,-1,-3,1
CCC(=O)c1ccc(OC(=O)N(C)c2ccccc2)cc1,1,1753,-9,8,0,-11,1.1,-5,8,1
Cn1c(O)c(C=NCc2cccs2)c(=O)n(C)c1=O,1,1790,-22,7,-6,10,0.9,-7,6,1.1
C=CCOc1ccc(CC2C(=O)N(C)C(=O)N(C)C2=O)cc1,-12,1501,6,0,0,-4,1,4,-1,1
COc1ccc(OCC(=O)N2CCN(C/C=C/c3ccccc3)CC2)cc1,3,1476,-5,7,-7,-6,1.1,-1,-12,1
CC12CN3CC(C)(CN(C1)C31CCOCC1)C2=O,15,1740,-5,-3,-5,5,0.9,-7,6,1.1

The listing continues.
Compound	PPARg SRC3 recr	TR-FRET SRC-2 ct	TNAP inh no acc	PPARg SRC-1 ag	HMGR II inh	bIAP inh	bIAP act	TNAP inh hiacc	PPARg SRC-2 ag	TNAP act hi DEA
Cn1c2ccccc2c2c(C(=O)N3CCC4(CC3)OCCO4)cn(C3CCCC3)c(=O)c21	4	1481	-12	-3	0	-3	1	-6	0	1.1
CC(=O)[C@H]1CC[C@H]2[C@@H]3CC[C@H]4C[C@H](O)CC[C@]4(C)[C@H]3C(=O)C[C@]12C	0	1573	-9	12	-3	-8	1.1	-4	8	1
Cc1ccc2nc3c(cc2c1)CC1(C(=O)N(C)C(=O)N(C)C1=O)C1CCCCN31 (stereo unspecified)	3	1497	-7	-3	-6	-6	1.1	-5	-5	1
CCOC(=O)c1ccc(NC(=O)C2C3C=CC(O3)C2C(=O)O)cc1 (stereo unspecified)	-2	1485	-13	-5	-1	15	0.9	-8	-9	1.1
CCc1ccccc1N1C(=O)/C(=C/c2ccc(N3CCN(C)CC3)o2)C(=O)NC1=S	-3	1436	51*	-5	4	-2	1	44	-16	0.6
CCCCn1c(O)c(C(CC)=NCCc2ccccc2)c(=O)[nH]c1=O	7	1770	-5	7	0	1	1	1	9	1
CC(=O)NC(C)Cc1ccccc1 (stereo unspecified)	-4	1564	-4	-5	-3	8	0.9	4	2	1
CNC(C(=O)c1ccccc1)C(OC)c1ccccc1 (stereo unspecified)	9	1469	-6	0	-9	-2	1	1	2	1
CC(C)OC12Oc3ccccc3C=C1N1CCC2CC1 (stereo unspecified)	18	1468	-5	-9	-2	-9	1.1	-7	-5	1.1
O=[N+]([O-])c1cc(F)c(N2CCCC2)cc1N1CCNCC1	5	1723	22	8	5	32	0.7	14	1	0.9
COc1ccccc1N(CC(=O)NC1CCCCC1)C(=O)c1cnn(C(C)C)c1	-2	1582	1	-2	-4	9	0.9	3	2	1
CC(C)CN1CCN(Cc2ccccc2C(F)(F)F)CC1CCO (stereo unspecified)	-2	1580	-10	-6	-5	-8	1.1	-6	-9	1.1
Cn1c(=O)c2c(ncn2CCCl)n(C)c1=O	1	1521	-13	3	-2	3	1	0	1	1
O=[N+]([O-])/C=C1/NCCN1Cc1ccc(Cl)nc1	1	1741	-6	9	-2	-10	1.1	-1	2	1
Cc1cc(C)cc(N2C(=O)NC(=O)/C(=C\c3cccn3-c3ccc(Cl)cc3)C2=O)c1	-7	1289	-4	-3	-3	42	0.6	-4	-3	1
C=CCn1c(O)c(C(C)=Nc2ccc(N(C)C)cc2)c(=O)[nH]c1=O	10	1474	3	-4	-1	11	0.9	3	0	1
Cc1ccsc1C(=O)C1CCCN(Cc2ccccc2O)C1 (stereo unspecified)	4	1518	-7	0	-2	4	1	-5	2	1.1
CC(Cc1ccccc1)NCc1ccccc1O (stereo unspecified)	0	1408	-2	2	-1	-5	1.1	-2	-1	1
Cn1c(O)c(/C=C/C=Nc2ccccc2)c(=O)n(C)c1=O	1	1590	6	-6	-2	3	1	1	-5	1
O=C(COc1ccc(Cl)cc1)N1CCN(Cc2ccc([N+](=O)[O-])cc2)CC1	4	1582	-11	0	-5	-7	1.1	-1	5	1
CNC(=O)Oc1ccc(-c2cn3cc(C)ccc3n2)cc1	3	1528	-4	12	-4	5	0.9	-2	0	1
O=C(CN1CCCCC1)c1ccc(OC(F)F)cc1	1	1713	-14	8	-5	/	0.2	-3	5	1
Cn1nc(N)c2c1N=P(N1CCOCC1)(N1CCOCC1)N=C2c1ccccc1	4	1621	-7	2	/	-9	1.1	3	4	1
CN1CCN(C(=O)COc2ccc(Oc3ccccc3)cc2)CC1	-1	1536	-3	1	-3	-20	1.2	0	0	1
CSc1ccc(C(=O)C2CCCN(Cc3cnc(SC)nc3)C2)cc1 (stereo unspecified)	1	1786	-7	3	0	-5	1	-4	5	1
CCCN1C2CCCC1CC(NC(C)=O)C2 (stereo unspecified)	5	1531	-12	0	-4	16	0.8	-6	1	1.1
Cc1ccc2c(c1)C1CN(C)CCC1N2S(=O)(=O)c1ccccc1 (stereo unspecified)	5	1475	-10	-3	-5	-9	1.1	2	4	1
COc1ccc(-c2cc(=NCCC(=O)O)c3cc(C)ccc3o2)cc1	-5	1337	-10	-2	-1	-7	1.1	-3	-10	1

Looked up by compound from the list above, two records:
Compound	PPARg SRC3 recr	TR-FRET SRC-2 ct	TNAP inh no acc	PPARg SRC-1 ag	HMGR II inh	bIAP inh	bIAP act	TNAP inh hiacc	PPARg SRC-2 ag	TNAP act hi DEA
CSc1ccc(C(=O)C2CCCN(Cc3cnc(SC)nc3)C2)cc1 (stereo unspecified)	1	1786	-7	3	0	-5	1	-4	5	1
Cc1ccc2c(c1)C1CN(C)CCC1N2S(=O)(=O)c1ccccc1 (stereo unspecified)	5	1475	-10	-3	-5	-9	1.1	2	4	1

Part of the list above in order of length of the SMILES, highest first.
Compound	PPARg SRC3 recr	TR-FRET SRC-2 ct	TNAP inh no acc	PPARg SRC-1 ag	HMGR II inh	bIAP inh	bIAP act	TNAP inh hiacc	PPARg SRC-2 ag	TNAP act hi DEA
Cc1ccc2nc3c(cc2c1)CC1(C(=O)N(C)C(=O)N(C)C1=O)C1CCCCN31 (stereo unspecified)	3	1497	-7	-3	-6	-6	1.1	-5	-5	1
CCCC(=O)NC(Oc1ccc(C(C)=O)cc1)C(Cl)(Cl)Cl (stereo unspecified)	4	1396	-10	-1	-7	7	0.9	-6	6	1.1
COc1ccccc1N1CCN(Cc2ccc(Cl)cc2Cl)CC1	-3	1420	-12	6	-5	8	0.9	-2	4	1

Source: PubChem BioAssay

This is a subset; the hit share may differ from the screen's.
